# Source: PubChem (National Center for Advancing Translational Sciences (NCATS))
# Vif-APOBEC3G blk: blocks the Vif interaction with human APOBEC3G; Q9HC16; Potency, µM (titrated, usually from 46.1 µM), for the others: top-dose activity, negative = active, hits mostly inhibitors; HeLa A3G-eYFP + Vif (tagged APOBEC3G with the HIV-1 protein that degrades it), YFP fluorescence, overnight; actives 0.076% (n = 410,000);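 also: potency is read from the fitted curve at half-maximal effect; % is scaled to controls: 0 for no effect and ±100 for the full control effect; nearly all actives have a fitted effect of over 60% in size; hits raise eYFP signal because A3G escapes Vif-driven loss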
#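 Read-out is eYFP fluorescence (Ex 488/Em 500-530) from Vif-expressing HeLa A3G-eYFP cells; more signal means A3G escaped Vif-mediated degradation. Cells plated overnight, compound pinned in, incubated overnight at 37 deg C.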
# TrxR1 substrate: is turned over as a substrate by rat TrxR1 | purified TrxR1 substrate turnover, NADPH consumption readout | O89049 | Potency, µM (doses to about 114 µM), without a hit: at the highest dose activity change, negative = substrate turnover | actives 0.01% (n = 390,000); also: potency is read from the fitted curve at half-maximal effect; % is scaled to controls: 0 for no effect and ±100 for the full control effect; nearly all actives have a fitted effect of over 50% in size
#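 Rat TrxR1, dispensed at 90 nM, was prereduced with 400 uM NADPH (final) for 5 min at ~22 deg C, then incubated with compound 15 min before 400 uM selenite. A first-read NADPH fluorescence drop versus no-compound background flagged substrates.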
# USP1-UAF1 inh: blocks the human USP1/UAF1 deubiquitinase complex. actives 0.23% (n = 390,000). recombinant USP1/UAF1, Ub-Rhodamine cleavage fluorescence. AID 743255. Potency, µM (doses to about 57.1 µM), inactives show top-dose activity change, negative = inhibition, most hits filed as inhibitors; also: potency is read from the fitted curve at half-maximal effect; % is scaled to controls: 0 for no effect and ±100 for the full control effect; nearly all actives have a fitted effect of over 60% in size; inactives centre near -12
#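 1 nM enzyme complex + cpd, 15 min RT; start with Ub-Rho 150nM final; kinetic fluorescence ex 480/em 540, 6 reads q60 s. Buffer 50mM HEPES pH 7.8, 0.5mM EDTA, 0.1 mg/ml BSA, 1mM TCEP, 0.01% Tween-20.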
# LDHA inh: inhibitors of human lactate dehydrogenase A | P00338 | purified LDHA, NADH/diaphorase-resazurin fluorescence; hits give low values | activity change, % (values are at about 110 or 230 µM) | actives 0.15% (n = 480,000); in the data active = activity change below about -30%; inconclusive = mostly about -25% to -30%;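 also: plate controls were DMSO wells for no effect and wells without enzyme for full effect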
#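 Human LDH5 (2 nM) was incubated with 0.06 mM NADH and 0.2 mM pyruvate for 5 min at room temperature in Tris pH 7.4. Remaining NADH was coupled through diaphorase/resazurin, and resorufin fluorescence was read at 0 and 20 min.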
# RXFP1 ag: RXFP1 (human) receptor agonism | HEK293T-RXFP1 cAMP TR-FRET, 30 min; response scale: percent of porcine relaxin response, buffer zero | Potency, µM (doses to about 57.5 µM), without a hit: at the highest dose activation, most hits filed as activators | actives 0.3% (n = 370,000) | AID 2676; also: potency is read from the fitted curve at half-maximal effect; % is scaled to controls: 0 for no effect and ±100 for the full control effect; nearly all actives have a fitted effect of over 60% in size; many of its hits are not listed in these tables
# Target sequence (Q9HBX9 whole entry, looked up): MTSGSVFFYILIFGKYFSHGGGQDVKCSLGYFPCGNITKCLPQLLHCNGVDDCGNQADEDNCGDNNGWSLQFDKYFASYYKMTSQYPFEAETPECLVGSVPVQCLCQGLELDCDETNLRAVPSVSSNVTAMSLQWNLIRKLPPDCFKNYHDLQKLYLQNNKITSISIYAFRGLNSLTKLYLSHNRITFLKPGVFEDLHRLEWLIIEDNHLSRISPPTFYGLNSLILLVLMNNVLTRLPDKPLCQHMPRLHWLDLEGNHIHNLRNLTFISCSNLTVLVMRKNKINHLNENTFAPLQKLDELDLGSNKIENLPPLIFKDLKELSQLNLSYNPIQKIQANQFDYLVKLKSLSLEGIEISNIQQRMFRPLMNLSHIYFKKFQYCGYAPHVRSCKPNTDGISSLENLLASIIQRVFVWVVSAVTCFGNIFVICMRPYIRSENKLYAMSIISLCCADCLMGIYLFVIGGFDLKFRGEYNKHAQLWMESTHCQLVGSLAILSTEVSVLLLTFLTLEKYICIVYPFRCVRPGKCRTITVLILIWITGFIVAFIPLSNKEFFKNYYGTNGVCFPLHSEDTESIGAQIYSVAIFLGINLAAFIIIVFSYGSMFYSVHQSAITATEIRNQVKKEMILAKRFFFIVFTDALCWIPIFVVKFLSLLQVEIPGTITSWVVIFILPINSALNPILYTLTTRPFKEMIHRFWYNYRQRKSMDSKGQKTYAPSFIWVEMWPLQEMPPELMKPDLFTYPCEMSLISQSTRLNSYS
#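 cAMP rise read by TR-FRET after 30 min, 37C compound exposure (up to 58 uM) in RXFP1-transfected HEK293 cells with Ro 20174 present. EC50 from Hill-equation fits, with 29 nM porcine relaxin as 100% and buffer as basal.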
# IDH1 R132H inh: human IDH1 R132H inhibition. IDH1-R132H enzyme, NADPH consumption, diaphorase/resazurin fluorescence. Potency, µM (top dose mostly 76.6 µM), inactives show top-dose activity change, negative = inhibition, hits mostly inhibitors. actives 0.093% (n = 390,000); also: potency is read from the fitted curve at half-maximal effect; % is scaled to controls: 0 for no effect and ±100 for the full control effect; nearly all actives have a fitted effect of over 65% in size
#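 IDH1-R132H (0.5 ug/mL) preincubated 30 min with compound, then NADPH (0.016 mM) and alpha-KG (2 mM) added; 80 min at RT, pH 7.5. Remaining NADPH coupled via diaphorase/resazurin to fluorescence (540/590 nm); concentration-response curves normalized to no-enzyme control.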
# Vif-A3F inh: Vif-A3F binding inhibition; HeLa A3F-eYFP + Vif (tagged APOBEC3F with the HIV-1 protein that degrades it), YFP fluorescence increase; Potency, µM (titrated, usually from 46.1 µM), for the others: top-dose activity, negative = active; actives 0.2% (n = 390,000); AID 602313; also: potency is read from the fitted curve at half-maximal effect; % of control where 0% means no effect; nearly all actives have a fitted effect of over 65% in size
#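 Fluorescence increase (Ex 488/Em 500-530) after overnight compound treatment at 37 deg C flags inhibition of Vif-driven A3F-eYFP loss in stable HeLa A3F-eYFP/Vif cells seeded overnight beforehand.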
# GRP78 ERSR act: ER stress response induction in glioma; U87-MG GRP78 promoter luciferase reporter, 16 h; AID 602332; actives 0.02% (n = 420,000); Potency, µM, for the others: at the top dose activation, actives largely listed as activators; also: potency is read from the fitted curve at half-maximal effect; series mostly up to about 76 µM; % of control where 0% means no effect; nearly all actives have a fitted effect of over 35% in size
#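 ERSR induction read as luciferase luminescence (Bright-Glo, 10 min at room temperature) in stably transfected human U87-MG glioma cells exposed to compounds for 16 h, using GRP78 as sensor.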
# PI4K2A inh: inhibitors of human PI4K2A | Q9BTU6 | purified PI4K2A, ADP-Glo luminescence, 1 h; hits give low values | activity change, negative = inhibition, % at 76.9 µM | actives 0.13% (n = 420,000) | AID 1346378; in the data active = activity change below about -50%; inconclusive = mostly about -30% to -49%;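 also: -100% = wells without enzyme as full effect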
#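 ADP-Glo luminescence measured ADP generated by PI4K2A enzyme (4 ug/mL before mixing) with 1.2 mM PI substrate (pre-mix) and 300 microM ATP (pre-mix). Tris pH7.5 buffer with MgCl2, Triton X-100; 1 h reaction at ambient temperature.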
# * hit, by the source's call; ? = inconclusive; / = no result given; & = joins results of further samples; [ ] = remark or other dose. Unless noted, calls follow the shape of the dose curve; as a rule, active = well fitted curve in the direction sought with a large enough effect; inconclusive = small, poorly fitted or top-dose-only effect, or another doubt; inactive = no such curve, though single readings can be large; an effect the other way counts as inactive or inconclusive.
SMILES,Vif-APOBEC3G blk,TrxR1 substrate,USP1-UAF1 inh,LDHA inh,RXFP1 ag,IDH1 R132H inh,Vif-A3F inh,GRP78 ERSR act,PI4K2A inh
O=C(COc1ccc2ccc(=O)oc2c1)NC1CCN(Cc2ccccc2)CC1,1%,11%,-16%,-1&-2,-0.8%,0%,-3%,-4%,10
CCCNC(=O)c1onc(CSc2ccc(Cl)cc2)c1C(=O)NCCC(C)C,4%,-4%,-20%,5,/,3%[38.3 µM],5%,-5%,-3
CC(=O)NC(C)(c1ccccc1)c1nc(-c2cccc3cccnc23)cs1 (centres undefined),-4%,/,/,-7,/,/,/,-1%,5
Nc1cc(C2CCCC2)nn1-c1ccccc1,0%,2%,-18%,2,3.0%,2%,3%,1%,-15
O=C(Nc1cc(S(=O)(=O)N2CCCC2)ccc1OCC(F)(F)F)c1ccncc1,-4%,/,-20%,-1,/,11%,-1%,-5%,-4
Cc1nonc1NC(=O)CSc1nnc(-c2ccoc2C)n1-c1cccc(Cl)c1,3%,11%,-16%,-3,1.2%,3%,1%,-5%,4
O=C(c1ccccc1Cl)N1CCN(c2ccccn2)CC1,0%,5%,-21%,0,0.9%,5%,-2%,-7%,5
O=C(O)C(c1ccccc1)C(O)c1ccc2c(c1)OCO2 (centres undefined),2%,5%,-21%,3,/,-6%,7%,-3%,-1
CN(C)S(=O)(=O)N1CCC(Oc2cccc(C(=O)NCCC3=CCCCC3)c2)CC1,-1%,4%,-10%,-9,-3.4%,10%,-2%,0%,-1
CCN(CC)S(=O)(=O)c1ccc(NS(=O)(=O)c2ccc(OC)c([N+](=O)[O-])c2)cc1,-1%,-10%,3%,0,1.3%,0%,-9%,-3%,-7
Cc1ccccc1OCC(=O)N/N=C/c1ccc([N+](=O)[O-])o1,-10%,-6%,-6%,2,0.8%,8%,6%,-2%,1
Cc1cc(=O)[nH]c(SCC(=O)NN(c2ccccc2)c2ccccc2)n1,-1%,-2%,-5%,-2,-0.6%,-3%,-6%,8%,0
COc1ccc(C)cc1-n1c(-c2ccc(Cl)cc2)cc2c1CC(C)(C)CC2=O,-3%,4%,5%,-5,-2.5%,?,-2%,-4%,-6
CC(=O)c1ccc(NC(=O)CSc2ccc3nc(-c4ccccc4)cn3n2)cc1,-2%,19%[57.1 µM],-24%,-7,10%,-13%,0%,-1%,0
O=c1oc(/C=C/c2ccccc2)nc2sc3c(c12)CCC3,-6%,0%,3%,-6,3.3%,4%,4%,6%,-12
CC(C)CC(N)c1cn([C@@H](CCC(=O)O)C(=O)N2CCNCC2)nn1 (some centres undefined),3%,11%[57.1 µM],-13%,-2,1.4%,12%,1%,2%,2
CCN(CC)C(=O)c1ccc(-c2nnc(Nc3ccc(O)cc3)c3ccccc23)cc1,-4%,-2%,-22%,-4,-3.0%,2%,-7%,2%,-3
CC(C)C[C@H](NC(=O)c1nc[nH]c1C(=O)N[C@@H](CC(C)C)C(=O)OC(C)(C)C)C(=O)OC(C)(C)C,-10%,?,-7%,5,0.4%,0%,-19%,6%,-3
O=C(CCS(=O)(=O)c1ccc(Br)cc1)Nc1ccccn1,1%,0%,-4%,-9,1.7%,-2%,-3%,1%,3
COc1ccc(-c2nnc(SCC(=O)Nc3ccc(C(C)=O)cc3)nc2-c2ccc(OC)cc2)cc1,7%,6%[57.1 µM],-13%,-9,0.5%,-5%,?,2%,3
CCOC(=O)c1c(C)n(C)c2cc(Br)c(C(=O)OC)cc12,-6%,6%[57.1 µM],-7%,-8,4.1%,-4%,7%,-2%,2
Cn1c(=O)c2c(nc(SCC(=O)NC3CCCC3)n2C)n(C)c1=O,0%,-2%,-2%,-10,?,7%,3%,8%,3
CCOC(=O)c1nnn(-c2nonc2N)c1CN(C)Cc1ccccc1,1%,-5%[57.1 µM],-18%,-2,-0.7%,9%,-5%,-7%,2
O=C(c1nc2ccc(Cl)cn2c1CN1CCC[C@H]1CO)N1CCc2ccccc2C1,-3%,/,0%,0,/,-7%,-18%,-1%,-5
COc1cc(OC)c(NC2=C(c3ccc(C(F)(F)F)cc3)C(=O)c3ccccc32)cc1Cl,0%,-8%,-22%,8,-0.5%,-4%,4%,-4%,0

# Next part
SMILES,Vif-APOBEC3G blk,TrxR1 substrate,USP1-UAF1 inh,LDHA inh,RXFP1 ag,IDH1 R132H inh,Vif-A3F inh,GRP78 ERSR act,PI4K2A inh
CCCOc1ccc(/C=C/C(=O)Nc2ccc([N+](=O)[O-])cc2C)cc1,1%,-6%,-22%,-7,0.9%,-1%,2%,-7%,-1
COCCNC(=O)C1Cc2c(-c3ccc(NC(C)=O)cc3)ccnc2O1 (centres undefined),-19%,/,/,-14,/,/,/,-5%,-3
Cn1c(N)c(C(=O)COC(=O)COc2ccc(Cl)cc2)c(=O)n(C)c1=O,0%,3%,-10%,-6,5.9%,0%,6%,-4%,1
O=C(O)COCc1nc2ccccc2s1,-2%,-8%,-19%,-2,8.8%,0%,-8%,-4%,3
Cc1ccc(S(=O)(=O)N(C)CC(=O)NNC(=O)Cc2cccc(F)c2)cc1,0%,-7%,-6%,-4,3.0%,2%,-13%,-1%,-3
Clc1ccc(-c2c[n+]3c(n2-c2ccccc2)SCC3)cc1,0%,4%[57.1 µM],1%,-6,-2.5%,1%,-9%,-4%,4
Cc1ccccc1NC(=O)CCS(=O)(=O)c1ccc(Br)s1,-2%,-3%,-4%,-11,-1.4%,13%,0%,-5%,0
COC(=O)c1cccc(NC(=O)c2ccc3c(c2)C(=O)N(C(C)(C)C)C3=O)c1,-1%,3%,1%,-4,1.8%,-23%,-12%,0%,-1
Cn1c(Cn2c(=O)sc3ccccc32)nnc1SCC(=O)NCc1ccc(F)cc1,-3%,5%,-6%,-2,0.1%,8%,4%,-5%,0
COc1cccc(-c2nc(CS(=O)(=O)CC(=O)NCCCN3CCN(C)CC3)c(C)o2)c1,-4%&6%,8%[57.1 µM],-5%&11%,-4&0&-3,-1.1%&0.1%,-3%&-18%,0%&-8%,-4%&-2%,0&-1
CCCc1nc(NCC2CCCO2)c2nnn(Cc3ccccc3)c2n1 (centres undefined),1%,1%,-17%,1,-0.1%,6%,4%,-2%,2
O=c1c(Cc2ccc(F)cc2)c(O)ccn1C1CC1,-2%,-7%,-17%,0,1.0%,14%,1%,9%,-5
COc1ccc(C(=O)NCc2nnc(SCC(=O)Nc3cc(Cl)ccc3OC)o2)cc1,-3%,5%,-22%,-2,-0.9%,12%,1%,-3%,5
COc1ccccc1N1CCN(C(=O)c2ccc3nc(-c4ccco4)c(-c4ccco4)nc3c2)CC1,0%,0%[57.1 µM],-24%,1,0.2%,-4%,3%,-6%,2
Cc1nc(=O)c(-c2ccccc2)c(C)n1-c1ccc(O)cc1,0%,6%,2%,-3,0.9%,-2%,-1%,-4%,-3
CCn1cc(C(=O)NCCN(C)C)c(=O)c2cc(F)c(N3CCN(C)CC3)cc21,1%,30%[57.1 µM],?,7,1.1%,15%,-1%,3%,0
CCC[C@H]1COCCS(=O)(=O)N1Cc1ccccc1,4%&1%,9%[57.1 µM],-4%,1,-1.7%,1%,7%,-1%&-1%,0
Cc1cc(NC(=O)CCC(=O)N(c2ccc(C)c(F)c2)C(C(=O)NC2CCCC2)c2ccco2)no1 (centres undefined),0%,-13%,-12%,-10,-2.0%,-8%,9%,1%,5
Cc1ccc(-c2nnc(SC(C)C(=O)NCc3ccco3)n2C)cc1 (centres undefined),3%,-5%,/,-10,/,/,/,-4%,/
CCOC(=O)c1ccc(N2C(=O)c3[nH]nc(-c4ccc(OCC)cc4)c3C2c2cccs2)cc1 (centres undefined),0%,-5%,-7%,-16,-1.3%,-5%,-5%,-3%,-4
O=C(/C=C/C=C/c1ccccc1)c1ccco1,-11%,-11%,-20%,-3,0.6%,-5%,-3%,21%,5
Cc1ccc(NC(=S)Nc2ccc(F)cc2)c(C)c1,1%,-7%[57.1 µM],-3%,-11,0.0%,-1%,-17%,1%,5
O=C(CCn1nc(-c2ccccc2)c2ccccc2c1=O)Nc1ccccc1,-3%,-2%,-16%,0,1.4%,14%,1%,-4%,0
CCOC(=O)c1cc2occc2n1CC(=O)NCCOC,-11%,6%,-13%,1,-1.1%,0%,2%,1%,0
c1ccc(C[C@H]2CN=C(Nc3ccccc3)N2CC2CCC2)cc1,1%,-1%,-12%,-3,-0.4%,-9%,-7%,-2%,7
Nn1c(SCc2cn3ccccc3n2)nnc1-c1ccncc1,0%,-1%[57.1 µM],6%,-4,7.6%,-11%,1%,-4%,2
CCOc1cccc(N2CCN(CCNC(=O)Nc3ccc(C)cc3)CC2)c1C,6%,3%,-24%,-5,3.2%,0%,8%,-2%,-6
COc1ccc(-c2cc(C3CCN(c4ncccc4[N+](=O)[O-])CC3)[nH]n2)cc1,1%,-7%,-6%,4,0.8%,2%,/,-7%,-4

# Some of the compounds tested; count on the stated rates, not on these rows.
